Source: PubChem
CHT PAM = human CHT allosteric activation | Q9GZV3 | CHT-expressing cells, membrane potential dye, choline EC20; hits give high values; LV-AA mutant CHT in HEK293 cells | B-score at 10 µM | hit rate 0.49% among 310,000;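 active means initial fluorescence not abnormally high and integrated response B-score, plate-corrected, over 3 SD above library mean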
Target sequence (Q9GZV3 whole entry, looked up): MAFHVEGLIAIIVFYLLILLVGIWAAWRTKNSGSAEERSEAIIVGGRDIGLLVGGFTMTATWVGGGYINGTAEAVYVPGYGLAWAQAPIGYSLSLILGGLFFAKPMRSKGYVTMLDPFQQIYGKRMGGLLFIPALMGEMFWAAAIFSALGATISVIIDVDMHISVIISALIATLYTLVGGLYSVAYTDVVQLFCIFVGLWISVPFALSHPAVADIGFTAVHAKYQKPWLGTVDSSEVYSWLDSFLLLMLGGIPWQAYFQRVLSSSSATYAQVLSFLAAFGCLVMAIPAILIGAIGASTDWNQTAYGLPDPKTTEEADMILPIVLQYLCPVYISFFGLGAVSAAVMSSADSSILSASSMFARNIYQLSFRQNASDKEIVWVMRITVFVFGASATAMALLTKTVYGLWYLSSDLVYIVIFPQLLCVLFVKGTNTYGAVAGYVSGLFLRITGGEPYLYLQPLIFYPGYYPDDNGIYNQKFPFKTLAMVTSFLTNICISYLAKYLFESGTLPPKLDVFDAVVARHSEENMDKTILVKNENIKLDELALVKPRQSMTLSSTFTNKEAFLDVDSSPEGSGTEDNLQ
CHT block = human CHT choline transport inhibition; Q9GZV3; CHT-expressing cells, membrane potential dye, choline response; hits give low values; B-score at 10 µM; hit rate 0.86% among 310,000;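 active means B-score over 3 SD under the library average, and starting fluorescence ratio not unusually high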;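 further: choline stimulus applied at its EC90 after an EC20 pre-addition; B-score computed on integrated fluorescence ratio after choline addition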
* hit, by the source's call; i = inactive.

Values run as follows: CHT PAM, CHT block
Cc1cc(C(=O)NCC(c2ccco2)N(C)C)no1 (stereo not given)
    i, i
Cc1ccc(S(=O)(=O)N2c3ccccc3NC(=O)C2CC(=O)Nc2ccccc2)cc1 (stereo not given)
    i, i
COc1ccc2[nH]c(C(=O)N3CCN(Cc4ccccc4)CC3)cc2c1OC
    i, i
COC(=O)c1sc(-c2ccccc2)cc1NC(=O)c1ccccc1
    i, i
CCCC(=O)Nc1ccc(NC(=O)c2ccccc2Cl)nc1
    i, i
CCC(=O)Nc1nc2ccccc2n1Cc1ccc(Cl)cc1
    i, i
O=c1[nH]cc(S(=O)(=O)N2CCN(c3cccc(Cl)c3)CC2)c(=O)[nH]1
    i, i
O=S(=O)(Nc1ccccc1N1CCCCC1)c1ccc(Cl)s1
    i, i
COc1ccc(CNS(=O)(=O)c2ccc3c(c2)N(C)CCO3)cc1
    i, i
CC(C)[C@H](NC(=O)NCc1ccco1)C(=O)O
    i, i
Cc1ccc(OCC(=O)N/N=C/c2cccnc2)cc1C
    i, i
Cc1ccc(NS(=O)(=O)c2cc(C(=O)NCCSc3ccc(C)cc3)ccc2C)cc1
    i, i
O=C(Sc1ccc(Cl)cc1)c1cccc(Cn2cc(C(F)(F)F)ccc2=O)c1
    i, i
CCc1nnc(NC(=O)CCC(=O)NC2CCCC2)s1
    i, i
CC(C)c1nc(SCC(=O)Nc2ccc([N+](=O)[O-])cc2Br)n[nH]1
    i, -5.8*
CCn1c(COc2ccc(=O)n(-c3ccccc3)n2)nnc1SCc1ccccc1C
    i, i
O=C(COC(=O)CSc1cc(Cl)ccc1Cl)NCc1ccc2c(c1)OCO2
    i, i
CCCc1noc(-c2ccc(-c3ccccc3)cc2)n1
    i, i
CCc1nnc(NC(=O)c2cc3c(s2)CCCCC3)s1
    i, i
COc1ccc(C(=O)C2CCCN(Cc3cnc(N4CCCC4)s3)C2)cc1OC (stereo not given)
    i, i
Cc1cc(=O)oc2cc(OCC(=O)Nc3ccc4[nH]c(=O)[nH]c4c3)ccc12
    i, i
Cc1ccc(S(=O)(=O)N2C(=O)CCC2C(=O)N2CCN(C)CC2)cc1 (stereo not given)
    i, i
COc1ccc(N=C2C(=O)Nc3ccc(C)c(Br)c32)cc1
    i, i
COc1c(C)cc(C(=O)C2CCCN(C(=O)C3=C(C)OCCO3)C2)cc1C (stereo not given)
    i, i
Cc1cc(C)n(CCSCC(=O)O)n1
    i, i
Cc1nn(C(C)(C)C)c(OC(=O)CC(C)C)c1S(=O)(=O)c1ccccc1
    i, i
Cc1ccc(N2C(=O)Nc3ccccc3C2(O)C(=O)NCCCOC(C)C)cc1C (stereo not given)
    i, i
COc1cccc(CCNc2ccc(N3C(=O)CC(C)C3=O)cc2[N+](=O)[O-])c1 (stereo not given)
    i, i
CCn1c(SCC(=O)N/N=C/C=C\c2ccccc2[N+](=O)[O-])nc2ccccc21
    i, i
COc1ccc(NC(=O)CSCC(=O)N(C)CCOc2ccc(Cl)cc2)cc1
    i, i
Cc1cc(C)c(S(=O)(=O)N2CCCC(C(=O)NCCC3=CCCCC3)C2)c(C)c1 (stereo not given)
    i, i
COc1ccc(S(=O)(=O)N2CCC(C(=O)Nc3ccc(S(=O)(=O)N4CCCC4)cc3)CC2)cc1OC
    i, i
Cc1nnc(NC(=O)Nc2ccc(Cl)c(Cl)c2)s1
    i, i
Clc1ccccc1CSc1nnc(-c2ccccn2)n1Cc1ccco1
    i, i
NC(=O)CSc1n[nH]c(=O)n1CCc1ccccc1
    i, i
CN(C)S(=O)(=O)c1cccc(C(=O)Nc2cc(Cl)cc(Cl)c2)c1
    i, i
COc1ccc(-c2nc(N)nc(C)c2Oc2ccccc2Br)c(O)c1
    i, i
COc1cc(OC)cc(C(=O)N[C@H](C(=O)Nc2cc(C)cc(C)c2)C(C)C)c1
    i, i
CCOC(=O)CNC(=O)C(NC(=O)C1CCC(C)CC1)C(C)CC (stereo not given)
    i, i
O=C1CC(N2CCCCC2)C(=O)N1c1ccccc1 (stereo not given)
    i, i
CCNC(=O)CC1C(=O)N(CC)C(=S)N1NC(=O)c1ccccc1 (stereo not given)
    i, i
O=C(CCN1C(=O)C2C3CCC(C3)C2C1=O)Nc1ccc([N+](=O)[O-])cc1 (stereo not given)
    i, i
CC(=O)Nc1cccc(C(=O)Nc2cccnc2)c1
    i, i
Cc1ccc(N(CC(=O)Nc2c(C)n(C)n(-c3ccccc3)c2=O)S(C)(=O)=O)cc1C
    i, i
CCc1ccc(-c2ccc(C(=O)O)c(C)n2)cc1
    i, i
Cc1nc(N2CCC(C)CC2)c2c(C)c(C(=O)Nc3ccc4c(c3)OCCO4)sc2n1
    i, i
Cc1ccc(N(Cc2ccccc2)C(=O)c2ccc(F)c(S(=O)(=O)N3CCOCC3)c2)cc1
    i, i
CCN(c1ccccc1)S(=O)(=O)c1ccc(OC)c(OC)c1
    i, i
COc1ccccc1CN(Cc1nc2ccccc2c(=O)[nH]1)C(=O)Nc1ccccc1
    i, i
O=C(O)c1ccnc(C(=O)O)c1
    i, i
Cc1csc(NC(=O)Nc2ccccc2[N+](=O)[O-])n1
    i, i
O=C(CN1C(=O)CCSc2ccccc21)Nc1ccccc1
    i, i
O=C(Cn1nc(-c2ccccc2F)ccc1=O)Nc1ccc(S(=O)(=O)N2CCCCCC2)cc1
    i, i
COc1ccc(C)cc1NC(=O)Nn1cnnc1
    i, i
CCOC(=O)[C@H]1[C@H]2COc3ccccc3[C@@H]2N2C(=O)c3cc(OC)c(OC)cc3NC(=O)[C@@]12C
    i, i
CC#CCN1c2ccccc2[C@]23C[C@@H](C(=O)OC)N(C(=O)C4CCC4)C2=NC(C(=O)OC)=C(C(=O)OC)[C@H]13
    i, i
CCc1nonc1NC(=O)c1oc2ccc(F)cc2c1C
    i, i
O=C(Oc1ccc(-c2nnco2)cc1)N1CCCCC1
    i, i
CCCOc1ccc(Cc2c(Cl)nc(SC)nc2OC)cc1
    i, i
COc1c(C)cc(C(=O)C2CCCN(Cc3cnc(N4CCOCC4)s3)C2)cc1C (stereo not given)
    i, i

(cont.)
Values run as follows: CHT PAM, CHT block
Cc1cccc(/C=N/NC(=O)c2cccc(NC(=O)c3ccccc3)c2)n1
    i, i
COc1ccc(C(=O)OCC(=O)NCCCc2ccccc2)cc1[N+](=O)[O-]
    i, i
CC(=O)NNC(=O)c1nc(-c2ccccc2)c(C)o1
    i, i
CCOc1ccc2nc(N3C(=O)/C(=C/c4ccccc4)NC3=S)sc2c1
    i, i
CCOC(=O)COc1ccc(S(=O)(=O)Nc2ccc3c(c2)OCCO3)cc1
    i, i
O=C(CN(C(=O)CNC(=O)c1cccs1)c1cccc(F)c1)NC1CCCC1
    i, i
Cc1ccc(S(=O)(=O)N2CCN(C(C)CC(=O)O)CC2)cc1 (stereo not given)
    i, i
O=c1c2cnn(-c3ccccc3)c2ncn1Cc1cccc(Cl)c1
    i, i
O=[N+]([O-])c1cccc(/C=C/c2nc(C=Nc3ccccc3)c(O)o2)c1
    i, i
CCOC(=O)c1ccc(NC(=S)NC(=O)c2cncc(Br)c2)cc1
    i, i
COc1cc2c(cc1NC(=O)C(C)OC(=O)C1CC(=O)N(Cc3ccco3)C1)oc1ccccc12 (stereo not given)
    i, i
CC(OC(=O)C1CCCO1)C(=O)NC1CCCC1 (stereo not given)
    i, i
COc1nn(C(C)C(=O)N2N=C(C(F)F)CC2(O)C(F)F)cc1[N+](=O)[O-] (stereo not given)
    i, i
COc1cc(C)ccc1OCCOCCOc1ccc(C)cc1[N+](=O)[O-]
    i, i
O=C(CCCN1C(=O)/C(=C/c2ccccc2)SC1=S)Nc1ccccc1O
    i, i
N#Cc1nc(COc2ccccc2F)oc1N1CCCCCC1
    i, i
O=C(Nc1cccc([N+](=O)[O-])c1)C1CC(=O)N(Cc2ccccc2)C1 (stereo not given)
    i, i
COc1cccc(NC(=O)Cn2c(CCC(=O)O)ccc2-c2ccc(Cl)cc2)c1
    i, i
CCCc1cc(C(=O)Nc2ccc(C#N)cc2)no1
    i, i
CC1CCN(C(=O)CCN2C(=O)/C(=C/c3cccs3)SC2=S)CC1
    i, i

Next section, overlapping the part above by 3 compounds.
Values run as follows: CHT PAM, CHT block
COc1cccc(NC(=O)Cn2c(CCC(=O)O)ccc2-c2ccc(Cl)cc2)c1
    i, i
CCCc1cc(C(=O)Nc2ccc(C#N)cc2)no1
    i, i
CC1CCN(C(=O)CCN2C(=O)/C(=C/c3cccs3)SC2=S)CC1
    i, i
CCCc1ccc2oc(C(=O)N3CCC(N4CCCC(O)C4)CC3)c(C)c2c1 (stereo not given)
    i, i
O=C(NCc1ccc(F)cc1)C1CCCN(S(=O)(=O)c2cccnc2)C1 (stereo not given)
    i, i
Cn1c(/C(C#N)=C2/CCCCCN2)nc2ccccc21
    i, i
COC(=O)N[C@H](c1ccccc1)[C@@]1(C)C[C@@H]1[C@@H](C)C(=O)Nc1ccc2ccccc2c1
    i, i
CC(C)OC(=O)CSc1nnc(CNc2ccc(Cl)cc2)n1Cc1ccccc1
    i, i
COc1ccccc1NC(C)=O
    i, i
CC1CCCC(C)N1CCCNC(=O)Cn1cc2c(n1)CCCC2 (stereo not given)
    i, i
c1ccc(Cc2ccc(OCCCNC3CCCC3)cc2)cc1
    i, i
CCc1ccc(-c2cc(C(=O)NCc3ccccn3)c3ccccc3n2)cc1
    i, i
CC1=CC(=C(C#N)c2nc3ccccc3s2)C=C(C)N1Cc1ccco1
    i, i
CN(CCc1cnn(C)c1)C(=O)C1CCC(=O)N(CC2CCCCC2)C1 (stereo not given)
    i, i
COc1ccc(NS(=O)(=O)c2cc(NC(=O)/C=C/c3cccs3)ccc2N2CCOCC2)cc1
    i, i
O=C1C2C3C=CC(C3)C2C(=O)N1c1ccc2c(c1)OCO2 (stereo not given)
    i, i
S=c1[nH]nc(-c2ccccc2)c2ccccc12
    i, i
CCOC(=O)CSc1nc2ccccc2c(=O)[nH]1
    i, i
CCc1ccc(OCCOC(=O)Nc2ccccc2)cc1
    i, i
CCOC(=O)c1sc(=NC(=O)c2cccc(Br)c2)n(C)c1C
    i, i
CCOC(=O)CSc1nn(-c2ccccc2)c(=S)s1
    i, i
COc1ccccc1CCc1nnc(CCC(=O)NCC[C@@H]2C[C@@H]3C=C[C@H]2C3)o1
    i, i
O=S(=O)(Nc1c(S(=O)(=O)c2ccccc2)c2nc3ccccc3nc2n1C1CCCCC1)c1ccccc1
    i, i
N#CCCN1CCN(S(=O)(=O)c2ccc(S(=O)(=O)NCC3CCCO3)cc2)CC1 (stereo not given)
    i, i
CN(C)S(=O)(=O)c1ccc(NC(=O)c2ccc(Br)o2)cc1
    i, i
CC(C)(C)NC(=O)C(c1ccc(O)cc1)N(Cc1ccco1)C(=O)Cn1nnc(-c2cccs2)n1 (stereo not given)
    i, i
COc1ccccc1-c1cc(C(=O)Nc2sc3c(c2C#N)CCC(C)C3)c2ccccc2n1 (stereo not given)
    i, i
O=C(CC1C(=O)NCCN1C(=O)c1ccc(F)cc1)OCc1ccccc1 (stereo not given)
    i, i
COC(=O)c1sc(NC(=O)c2cc(C)on2)nc1C
    i, i
CCOC(=O)C(C)Oc1ccc2c(-c3cccc([N+](=O)[O-])c3)cc(=O)oc2c1 (stereo not given)
    i, i
COc1ccc(NC(=O)c2c(N)no[n+]2[O-])c(OC)c1
    i, i
O=C(c1ccc2c(=O)n3c(nc2c1)CCCCC3)N1CCN(c2ccccc2F)CC1
    i, i
COc1ccc(CNC(=O)c2c[nH]c3ccccc3c2=O)cc1
    i, i
CC(C)(C)CN1C(N)=NC[C@H]1Cc1ccc(O)cc1
    i, i
COc1ccc(-c2cccc(NC(=O)COc3ccc(Cl)cc3)c2)nn1
    i, i
Cc1nc(/N=C\N(C)C)sc1C(=O)Nc1ccccc1
    i, i
Cc1ccc(C(=O)N2CCN(C(=O)c3ccco3)CC2)cc1NC(=O)c1ccco1
    i, i
CCOC(=O)c1ccc(NC(=O)c2nc[nH]c2C(=O)N[C@@H](Cc2ccccc2)C(=O)OC(C)(C)C)cc1
    i, i
O=C(COC(=O)Cc1ccccc1F)Nc1cccc(S(=O)(=O)NC2=NCCCCC2)c1
    i, i
CC(NC(=O)Cc1ccc(NS(=O)(=O)c2cccc(C(F)(F)F)c2)cc1)c1ccccn1 (stereo not given)
    i, i
CCOC(=O)C1CCN(C(=S)Nc2ccc(Cl)cc2C)CC1
    i, i
Cc1csc(NC(=O)CSc2nnc(-c3ccoc3C)n2CCc2ccccc2)n1
    i, i
O=C(/C=C/c1ccc(F)cc1)Nc1nc2ccccc2[nH]1
    i, i
CSc1nnc(C)c(/C=C/NOCc2cccc(F)c2)n1
    i, i
O=[N+]([O-])c1cccc(CN2CCCCCC2)c1
    i, i
COc1ccc(C(=O)Nc2ccc(C(=O)c3ccccc3)cc2)cc1
    i, i
O=C(CS(=O)(=O)c1ccccc1)Nc1ccc(N2CCOCC2)cc1
    i, i
O=c1c(/C=N/N2CCOCC2)c(C(F)(F)F)[nH]n1-c1ccccc1
    i, i
c1ccc(Cc2noc(CN3CCCN(C4Cc5ccccc5C4)CC3)n2)cc1
    i, i

Reprinted at random: 4 records from the list.
Values run as follows: CHT PAM, CHT block
O=c1c(/C=N/N2CCOCC2)c(C(F)(F)F)[nH]n1-c1ccccc1
    i, i
c1ccc(Cc2noc(CN3CCCN(C4Cc5ccccc5C4)CC3)n2)cc1
    i, i
O=C(CS(=O)(=O)c1ccccc1)Nc1ccc(N2CCOCC2)cc1
    i, i
O=[N+]([O-])c1cccc(CN2CCCCCC2)c1
    i, i
